Assay outcomes as filed in PubChem BioAssay.
Hep lipid drop – hepatic lipid droplet formation modulation | AML12 mouse hepatocytes, oleate lipid droplets, BODIPY imaging | inhibition, % at 6.5 µM | hit rate 0.4% among 240,000 | AID 1656;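 active = lipid droplet intensity inhibited by at least 50%, with more than 500 cells counted; inconclusive = wells with under 300 cells, treated as cytotoxic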
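Assay system: AML12 mouse liver cells | Compound dosing: One dose, 6.5 µM compound | Read-out basis: Droplet intensity reduction, % inhibition | Measured by: Fluorescence imaging, 20x objective, two fields per well | Schedule: Overnight treatment with compound plus oleate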
Hep lipid drop cells 6.5 µM – second read-out of Hep lipid drop, no call of its own (marks repeat the call); cell count; measured here: cell count, cytotoxicity flag;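 cells counted across two imaged fields per well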
The depositor's hits bear a star; u = inconclusive; x = no result given.

SMILES	Hep lipid drop	Hep lipid drop cells 6.5 µM
Cc1coc2cc3oc(=O)c(CCC(=O)NCC(=O)O)c(C)c3cc12	-1	854
COc1ccc(CCC(=O)Nc2sc(C(=O)N(C)C)c(C)c2C#N)cc1	-9	782
CCC(C)C(NC(=O)c1ccccc1NC(=O)c1ccc(OC)cc1)C(=O)NCCCn1ccnc1 (stereo not given)	-3	834
CCC(=O)N1CCc2cc(S(=O)(=O)CCC(=O)N(C)c3ccc(OC)cc3)ccc21	9	778
CCC(C(=O)NC1CCCC1)N(C(=O)Cn1nnc(-c2ccc(C)o2)n1)c1ccc(OC)c(OC)c1 (stereo not given)	13	864
CCOC(=O)C1CCCN(C(=O)CCCn2c(=O)c3cccn3c3cccnc32)C1 (stereo not given)	-29	670
O=C(Nc1cccnc1)c1cc(-c2cccc(Cl)c2)on1	5	803
COc1ccc(Cn2c(=S)[nH]c3cc(C(=O)N4CCN(c5ccccc5)CC4)ccc3c2=O)cc1	1	744
CN(C)CC[n+]1ccc(C(=O)c2ccccc2)cc1	-2	740
O=C(COC(=O)C1=COCCO1)NCc1ccc(F)cc1	-8	792
COc1ccc2c(c1)cc(C(=O)N[C@H](C(=O)N1CCC[C@H]1C(=O)O)C(C)C)n2C	0	778
COc1ccc(NC(=O)COc2ccc(S(=O)(=O)N3CCOCC3)cc2C)cc1OC	-2	823
CCOc1ccc2nc(NCCNC(=O)c3cc(OC)c(OC)c(OC)c3)c(C#N)cc2c1	-18	400
COc1ccc(CNC(=O)CN(c2ccc(C)cc2)S(=O)(=O)c2c(C)noc2C)cc1	22	803
COc1ccc(S(=O)(=O)N2CCC(C(=O)NCC3CC3)CC2)cc1	0	822
Cc1nnc(SCC(=O)Nc2ccc([N+](=O)[O-])cc2)n1C	17	852
COc1ccccc1CN1CCNC(=O)C1CC(=O)N(C)Cc1nc(C)cs1 (stereo not given)	-5	847
CNc1nc(Nc2ccc([N+](=O)[O-])cc2)nc(OCC(F)(F)F)n1	8	780
O=C(CCC(=O)NC1CCCCC1)Nc1cccnc1	-3	797
Cc1cc(C)c(NC(=O)C2CCCO2)c(C)c1NC(=O)C1CCCO1 (stereo not given)	-6	772
N#Cc1cc([N+](=O)[O-])ccc1Oc1ccc(-c2nnco2)cc1	-20	697
Cc1ccc(OCC(=O)NCCNC(=O)c2ccncc2)cc1	27	838
CCOC(=O)C(CCC(C)=O)C(=O)c1ccccc1 (stereo not given)	3	803
CCN1CCN(CCNC(=O)c2cc(Cl)c(NC(=O)C3=C(C)OCCS3)cc2OC)CC1	0	759
O=C(NCc1ccc(F)cc1Cl)C1CCN(S(=O)(=O)N2CCCCC2)CC1	-2	771
CN(CC(=O)NCC1CCCO1)S(=O)(=O)c1ccc(Br)cc1 (stereo not given)	-12	812
O=C(CNC(=O)OCc1ccccc1)NC1CCCCNC1=O (stereo not given)	-13	816
COc1ccc(-c2csc(NC(=O)CN3C(=O)C4CCCCC4C3=O)n2)cc1OC (stereo not given)	2	695
CC1Cc2cc(S(=O)(=O)NCCc3ccccc3)ccc2N1C(=O)C1CC1 (stereo not given)	46	745
Cc1ccc(N2CCN(S(=O)(=O)c3ccc4c(c3)NC(=O)C(C)C(=O)N4)CC2C)cc1 (stereo not given)	-1	738
COCCn1c(=S)[nH]c2cc(C(=O)NCCc3ccccc3)ccc2c1=O	28	674
Oc1c(N=Nc2ccc(F)cc2)ccc2ccccc12	71*	794*
Cc1cc(O)cc2c1C(=O)/C(=C/c1ccco1)O2	-1	805
Cc1cc(CN(C)C(=O)CC2C(=O)NCCN2Cc2ccc(-c3ccccc3)cc2)on1 (stereo not given)	6	733
Cc1occc1C(=O)NC1CCCN(Cc2ccc(Cl)cc2)C1 (stereo not given)	-4	709
COc1ccccc1OCCNC(=O)c1cccc(S(=O)(=O)N2CC(C)OC(C)C2)c1 (stereo not given)	-7	872
CC1CCc2c(sc(NC(=O)CCC(=O)O)c2C(=O)NC2CC2)C1 (stereo not given)	-7	680
CC1CCCC(C)N1CC(O)Cn1c2ccccc2c2ccccc21 (stereo not given)	-9	746
O=c1[nH]c(C2CCN(S(=O)(=O)c3ccc(S(=O)(=O)NC4CC4)cc3)CC2)nc2c1nnn2Cc1cccc(F)c1	-44	801
COc1ccc(-c2cc(=O)oc3cc(OCC(=O)NCCN4CCOCC4)ccc23)cc1	15	738
Cn1c(CNC(=O)CCNC(=O)c2cccc(F)c2)cc(=O)n(C)c1=O	-14	635
CCOC(=O)N1CCN(C(=O)C(=O)Nc2sc3c(c2C(=O)O)CC(C)(C)OC3)CC1	-6	678
Cn1c(SCC(=O)N2CCOCC2)nnc1-c1ccncc1	18	409
NC(=NCc1ccco1)NC(=O)c1ccc(Cl)cc1	10	807
O=c1cc(Cl)c2ccccc2n1-c1ccccc1	-7	425

Compounds shown so far containing fluorine (six):
SMILES	Hep lipid drop	Hep lipid drop cells 6.5 µM
O=C(COC(=O)C1=COCCO1)NCc1ccc(F)cc1	-8	792
CNc1nc(Nc2ccc([N+](=O)[O-])cc2)nc(OCC(F)(F)F)n1	8	780
O=C(NCc1ccc(F)cc1Cl)C1CCN(S(=O)(=O)N2CCCCC2)CC1	-2	771
Oc1c(N=Nc2ccc(F)cc2)ccc2ccccc12	71*	794*
O=c1[nH]c(C2CCN(S(=O)(=O)c3ccc(S(=O)(=O)NC4CC4)cc3)CC2)nc2c1nnn2Cc1cccc(F)c1	-44	801
Cn1c(CNC(=O)CCNC(=O)c2cccc(F)c2)cc(=O)n(C)c1=O	-14	635

(cont.)
SMILES	Hep lipid drop	Hep lipid drop cells 6.5 µM
CCn1c(SCC(=O)NC2CC2)nnc1-c1ccccc1OC	-1	832
CC1CN(C(=O)c2ccc(OC3CCN(Cc4ccccn4)CC3)cc2)CCN1C (stereo not given)	-2	812
COc1cc([N+](=O)[O-])cc(/C=C2/SC(=S)N(Cc3ccccc3)C2=O)c1O	-11	745
NS(=O)(=O)c1cc(C(=O)Nc2ccc3c(c2)OCCCO3)ccc1Cl	-22	815
O=C(O)C(CO)(c1ccccc1)c1ccccc1	6	711
O=C(NCCCN=C1NS(=O)(=O)c2ccccc21)c1ccccc1Cl	1	869
Cc1cc(C)c(NC(=O)CS(=O)CC(=O)Nc2ccc(-n3cnnn3)c(C)c2)c(C)c1 (stereo not given)	-12	787
COc1cc(NC(=O)CSc2nc3c(c(=O)n(C)c(=O)n3C)n2C)cc(OC)c1	18	832
O=C(Nc1ccc(F)cc1)c1ccc2[nH]c(=O)c(=O)[nH]c2c1	37	776
CCOC(=O)C1(CCOC)CCN(CC(C)Cc2ccc3c(c2)OCO3)CC1 (stereo not given)	-2	811
COc1ccc(Nc2cc(Nc3ccccc3)ncn2)cc1	11	739
O=C(Nc1nnc(SCc2ccccn2)s1)C1CC(=O)N(c2ccc(F)cc2)C1 (stereo not given)	2	711
COC(=O)CCCN=C1SCCN1Cc1ccccc1	-13	820
CCC(C)NC(=O)CN1C(=O)CSc2ccc(S(=O)(=O)N3CCCC3)cc21 (stereo not given)	-2	753
Cc1nc2scc(C)n2c(=O)c1S(=O)(=O)NCCc1ccc(Cl)cc1	-1	795

Shown with each value named: entries from further up.
Molecule: COc1ccc(Nc2cc(Nc3ccccc3)ncn2)cc1
  Hep lipid drop: 11	Hep lipid drop cells 6.5 µM: 739

Molecule: NS(=O)(=O)c1cc(C(=O)Nc2ccc3c(c2)OCCCO3)ccc1Cl
  Hep lipid drop: -22	Hep lipid drop cells 6.5 µM: 815

Molecule: O=C(Nc1nnc(SCc2ccccn2)s1)C1CC(=O)N(c2ccc(F)cc2)C1 (stereo not given)
  Hep lipid drop: 2	Hep lipid drop cells 6.5 µM: 711

Remaining list, next part:
SMILES	Hep lipid drop	Hep lipid drop cells 6.5 µM
CC(=O)NC1C(=O)N(CCN2CCOCC2)c2ccc(F)cc21 (stereo not given)	12	834
O=C(O)c1cc2[nH]c3c(c2cc1Cl)CCCC3	24	763
Cc1ccc(NC(=O)C2CCCN(c3ncccn3)C2)cc1C (stereo not given)	26	800
Cc1ccc(-n2nc3c(=O)n(CCCC(=O)NCCc4ccccc4C)nc(C)c3c2C)cc1	-3	702
COc1ccc(S(=O)(=O)N2CCC(n3cnc4ccccc43)CC2)cc1	6	734
CCN(CC)S(=O)(=O)c1ccc(NC2CCN(Cc3ccccc3)CC2)nc1	-21	762
Cc1cc(=O)[nH]c(SCC(=O)N2CCCCC2)n1	15	859
Cc1coc2c(C)c3oc(=O)c(CCC(=O)N(C)CC(=O)O)c(C)c3cc12	-8	856
C/C(Cc1ccccc1)=N\NC(=O)CNC(=O)c1cccc(F)c1	0	695
COc1ccc(C(=O)NC2CCCN(Cc3ccc(Cl)cc3)C2)c(OC)c1 (stereo not given)	-22	840
CSc1cccc(NC(=O)CCCNC(=O)c2ccc(Cl)cc2)c1	-1	732
Cc1cc(C)cc(N(C(=O)CNC(=O)c2ccco2)C(C(=O)NC2CCCCC2)c2ccncc2)c1 (stereo not given)	-3	799
O=C(OCCN1CCCCC1)c1cccc(F)c1	-5	841
COCCOC(=O)c1c(C)n(C)c2ccc(OC(=O)c3c(OC)cccc3OC)cc12	37	841
O=[N+]([O-])c1cc(Cl)ccc1Nc1ccccc1	8	805
CCN(c1ccccc1)S(=O)(=O)c1ccc2c(c1)N(C(C)=O)CCS2	-6	746
COc1ccc(-c2nnc(SCC(=O)c3ccc(O)cc3O)o2)cc1	-1	747
OC(CNCCc1ccc(Cl)cc1Cl)COc1ccccc1 (stereo not given)	-2	850
O=[N+]([O-])c1ccccc1/C=C/CN1CCSCC1	7	794
CCCc1cc(C(=O)Cc2ccccn2)c(O)cc1O	-9	814
NS(=O)(=O)c1ccc(CCNS(=O)(=O)Cc2ccc(Cl)cc2)cc1	12	817
COc1ccc(S(=O)(=O)CCC(=O)Nc2c(C)cccc2C)cc1	-5	813
S=C(Nc1ccc(Oc2ccccc2)cc1)N1CCOCC1	-3	798
NC(=O)COc1ccc2cc(-c3ccc(F)cc3)c(=O)oc2c1	-1	811
O=C(CCNS(=O)(=O)c1ccc2[nH]c(=O)oc2c1)NCc1ccccc1	14	744
Cc1cccc(NC(=S)N2CCN(S(=O)(=O)c3ccccc3)CC2)c1	-5	708
CCN(CC(=O)NCc1cccs1)C(=O)CCOc1ccccc1C	17	827
COc1ccc(Cl)cc1NC(=O)C/C(C)=N/NC(=O)c1ccccc1Cl	7	838
COc1ccc(S(=O)(=O)N(CC(=O)NN=C2CCN(C)CC2)c2cc(Cl)ccc2OC)cc1OC	10	747
COc1ccc(CN2CCCCCC2)cc1Br	-2	829
Cn1cc(SCC(=O)NC2CCCCC2)c2ccccc21	u	x
COCCn1c(SCC(=O)NC2CCCCC2)nc2c(c1=O)SCC2	7	893
COc1cccc(NC(=O)Cn2nnc(C(=O)NCc3ccc4c(c3)OCO4)c2N)c1	-7	755
COc1ccccc1-c1c(C)nn2c(N3CCOCC3)cc(C)nc12	8	728
CCOc1ccccc1NC(=O)CCCNC(=O)c1ccc(Cl)cc1	73*	813*
Cc1cc(=O)c(C(=O)O)nn1-c1cccc(C(F)(F)F)c1	-4	757
O=C(NCCc1ccc(F)cc1)Nc1ccccc1Cl	2	661
COc1ccc(-c2sc(C(=O)c3ccc(Cl)cc3Cl)cc2CC(=O)O)cc1	-1	868
CC(C)CNc1nc(N)c([N+](=O)[O-])c(N2CCCCCC2)n1	-5	703
Cc1ccc(-c2csc(N3CCC[C@@H]3C(=O)NCCn3c(C(F)(F)F)nc4ccccc43)n2)cc1	-18	789
Cc1ccc(NC(=O)N2CCN(C(=O)C3CCCO3)CC2)cc1 (stereo not given)	-2	622
COc1ccc(S(=O)(=O)Nc2ccc(S(=O)(=O)Nc3cc(C)nc(C)n3)cc2)cc1OC	-7	733
CCOC(=O)C1CCN(C(=O)c2ccc(Cl)c(S(=O)(=O)N3CCCC3)c2)CC1	2	692
COc1cc(/C=C/c2ccc3cccc(O)c3n2)c(Br)cc1O	-7	809
COc1ccc(C(=O)C2CCCN(Cc3c(O)cccc3OC)C2)cc1OC (stereo not given)	-1	805

Pulled by compound from above:
SMILES	Hep lipid drop	Hep lipid drop cells 6.5 µM
COc1ccc(C(=O)C2CCCN(Cc3c(O)cccc3OC)C2)cc1OC (stereo not given)	-1	805
COc1ccc(S(=O)(=O)Nc2ccc(S(=O)(=O)Nc3cc(C)nc(C)n3)cc2)cc1OC	-7	733

The list goes on:
SMILES	Hep lipid drop	Hep lipid drop cells 6.5 µM
CCCc1nc(SCC(=O)NC2CC2)c2c(C)c(C)sc2n1	6	849
O=C(CSc1nnc(CNC(=O)c2c(F)cccc2F)o1)NCc1ccc(F)cc1	14	747
Cc1c(CCO)c(=O)[nH]n1S(=O)(=O)c1ccc([N+](=O)[O-])cc1	2	851
O=C(Nc1ccon1)c1ccc(F)c(S(=O)(=O)N2CCCCC2)c1	2	852
COc1ccc(CNC(=O)C2=CC(c3ccc(OC)cc3)=NS(=O)(=O)N2C)cc1	4	806
CCOc1cccc(CNCc2ccncc2)c1	-3	743
Cc1ccccc1C(=O)N(Cc1cccs1)C1CCS(=O)(=O)C1 (stereo not given)	-7	797
CC(C)(C)CC(=O)N[C@@H](Cc1ccccc1)c1nc2ccccc2[nH]1	-9	848
CCN(CC)CCCNC(=O)c1cc2nc(-c3ccccc3)cc(C(F)(F)F)n2n1	2	806
CCN(CC)S(=O)(=O)c1ccc(NC(=O)CCNC(=O)c2ccco2)cc1	-11	809
Cc1nc(NC(=O)C2CCCCC2C(=O)O)sc1C (stereo not given)	11	855
COc1ccc(Cl)cc1NC(=O)c1cc(S(=O)(=O)N2CCCC2)cn1C	-20	792
NS(=O)(=O)c1ccc2nc(NC(=O)CS(=O)(=O)c3ccccc3)sc2c1	12	703
Cc1ccc(C(=O)NC2CCN(C(=O)Nc3ccc(F)cc3)CC2)cc1	0	754
Cc1c(Cl)ccc(S(=O)(=O)NCCCn2ccnc2)c1Cl	-21	808
Cc1cc(C)c2c(=O)cc(C(=O)NCc3ccccc3)oc2c1	-5	399
COc1ccc(N2CCN(S(=O)(=O)c3ccc4c(c3)NC(=O)CS4)CC2)cc1	18	709
CCC(C)NC(=O)c1cn(CCOC)c(=O)c2c1c1ccccc1n2C (stereo not given)	-7	801

Only part of the results is shown. The share of hits here may be higher or lower than overall.
